proCasp3 act: activates human procaspase-3; P42574; 0.11% of 330,000 active; recombinant procaspase-3 D3A, Ac-DEVD-pNA absorbance 405 nm; activation, % at 8.5 µM;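 active means activation above the mean of all tested compounds plus 3 SD, cut at about 21% in these data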;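 further: 0% = DMSO alone and 100% = DMSO wells spiked with extra 5 µM PC-3 D3A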
Target sequence (P42574 whole entry D9A/D28A/D175A): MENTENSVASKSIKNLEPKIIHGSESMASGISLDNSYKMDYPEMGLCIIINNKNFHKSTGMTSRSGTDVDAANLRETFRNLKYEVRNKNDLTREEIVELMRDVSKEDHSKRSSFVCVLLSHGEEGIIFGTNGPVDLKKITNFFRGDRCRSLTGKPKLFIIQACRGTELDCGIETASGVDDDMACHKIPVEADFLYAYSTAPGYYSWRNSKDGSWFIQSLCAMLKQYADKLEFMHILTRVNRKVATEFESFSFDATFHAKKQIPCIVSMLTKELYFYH
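Assay system – Procaspase-3 D3A mutant, all three cleavage aspartates alanine · Controls – DMSO-only low control, 5 µM PC-3 D3A high control · Schedule – 1 h compound preincubation, 2 h substrate hydrolysis at 25 °C · Signal – 405 nm absorbance of p-nitroaniline, reads at 0 and 120 min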
MEP2-GFP yeast: alters MEP2-GFP fluorescence in TOR pathway yeast screen; GFP response vs DMSO, % at 10 µM; S. cerevisiae MEP2-GFP strain, flow cytometry GFP, 3 h; 100% = DMSO control level; AID 2016; 0.51% of 330,000 active;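 active means GFP response versus DMSO above a set limit, roughly screen mean plus 3 SD, cut at about 180% in these data; inconclusive means fewer than 70 cells counted for a yeast strain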;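 further: median GFP fluorescence of the barcode-gated MEP2-GFP cells per well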
proCasp7 act: counter-screen: procaspase-7 (human) activation; P55210; recombinant procaspase-7, Ac-DEVD-pNA absorbance 405 nm; D23A/D198A/D206A triple mutant, cannot self-cleave; scale: DMSO 0, 5 µM enzyme 100; activation, % at 8.5 µM; 0.093% of 330,000 active; AID 463210;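 active means percent activation above the screen-wide mean plus 3 SD, cut at about 25% in these data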
Target sequence (P55210 whole entry D23A/D198A/D206A): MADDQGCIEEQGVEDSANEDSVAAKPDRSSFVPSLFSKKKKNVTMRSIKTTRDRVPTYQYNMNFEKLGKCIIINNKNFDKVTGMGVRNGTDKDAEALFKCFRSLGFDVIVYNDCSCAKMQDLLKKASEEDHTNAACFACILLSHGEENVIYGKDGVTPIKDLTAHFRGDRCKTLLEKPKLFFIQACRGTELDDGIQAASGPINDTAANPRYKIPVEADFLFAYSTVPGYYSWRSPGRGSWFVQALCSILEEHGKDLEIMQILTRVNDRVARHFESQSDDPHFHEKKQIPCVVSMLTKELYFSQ
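signal = Epi-absorbance of released pNA at 405 nm, two timepoints | assay system = Uncleavable procaspase-7 mutant enzyme | reagent = Ac-DEVD-pNA substrate, 400 µM as added | times = 1 h enzyme–compound preincubation and 2 h substrate reaction, both 25 °C | benchmarks = low DMSO alone, high DMSO plus 5 µM PC-7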
AHR act: activators of human aryl hydrocarbon receptor. P35869. AHR-responsive luciferase reporter cells, luminescence. activation, % at 5 µM. 2.5% of 320,000 active. AID 2796; in the data active means activation above about 47%;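 further: 0% = vehicle wells and 100% = reference agonist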
RPL19A TOR yeast: alters RPL19A-GFP fluorescence in TOR pathway yeast screen | percent response vs DMSO, % at 10 µM | 0.3% of 330,000 active | S. cerevisiae RPL19A-GFP strain, flow cytometry, 3 h; stronger effect = lower value;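 active means percent response vs DMSO below 50%; inconclusive means fewer than 70 events counted for the yeast strain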;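 further: median channel GFP fluorescence of the barcoded RPL19A-GFP strain; ratio of sample median GFP to plate DMSO average so 100% = DMSO; lower means less RPL19A-GFP as with rapamycin TOR inhibition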
LAP4-GFP MLPCN: yeast TOR pathway LAP4-GFP modulation. GFP response vs DMSO, % at 10 µM. S. cerevisiae LAP4-GFP multiplex, flow cytometry GFP, 3 h; median GFP as percent of DMSO wells. 0.34% of 320,000 active;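 active means GFP response vs DMSO above a set limit, about the screen mean plus 3 SD, cut at about 150% in these data; inconclusive means under 70 cell events counted for the yeast strain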
CIT2 TOR yeast: modulators of TOR pathway CIT2-GFP in S. cerevisiae. GFP response vs DMSO, % at 10 µM. S. cerevisiae CIT2-GFP strain, flow cytometry, 3 h; 100 means same as DMSO wells. AID 2029. 0.065% of 320,000 active;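 active means GFP response relative to DMSO above a set limit, near the screen mean plus 3 SD, cut at about 150% in these data; inconclusive means Fewer than 70 cells measured for a yeast strain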;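 further: ratio of well median GFP fluorescence to mean of DMSO wells on the plate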
AGP1-GFP MLPCN: alters AGP1-GFP fluorescence in TOR pathway yeast screen. GFP response vs DMSO, % at 10 µM. 0.02% of 320,000 active. AID 2066. S. cerevisiae AGP1-GFP multiplex flow cytometry, 3 h; GFP as percent of DMSO wells;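 active means GFP response relative to DMSO above a set limit, near screen average plus 3 SD, cut at about 150% in these data; inconclusive means fewer than 70 cells counted for the yeast strain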;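 further: median GFP channel fluorescence of the gated AGP1 strain per well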
* hit, by the source's call; ? = inconclusive; . = no result given; [ ] = dose if it differs, or a comment.

SMILES | proCasp3 act | MEP2-GFP yeast | proCasp7 act | AHR act | RPL19A TOR yeast | LAP4-GFP MLPCN | CIT2 TOR yeast | AGP1-GFP MLPCN
Cc1ccc(S(C)(=O)=N/C=C2\C(=O)c3sccc3N(C)S2(=O)=O)cc1 (configuration not stated) | -1 | 98 | 5 | 1 | 100 | 118 | 95 | 115
O=c1[nH]cnc2c1sc(=S)n2-c1ccccc1 | -3 | 105 | 4 | -3 | 98 | 100 | 109 | 97
CC(=O)Nc1ccc2c(c1)nc(CN1CCCC1)n2C | 8 | 104 | 9 | -2 | 95 | 108 | 104 | 96
COc1ccccc1CNC(=O)c1cc2sccc2n1C | 3 | 95 | -2 | -2 | . | 105 | 99 | 98
CC1CCN(C(=O)c2ccc(NS(=O)(=O)c3cccs3)cc2)CC1 | 16 | 102 | 9 | -2 | 103 | 97 | 104 | 100
O=C1c2ccccc2S(=O)(=O)N1CC1CC(c2ccc(Cl)cc2)=NO1 (configuration not stated) | 2 | 95 | -1 | 49* | 94 | 100 | 88 | 96
O=C(NCCc1ccc(Cl)cc1)C1CCC(=O)N1C1CCCC1 (configuration not stated) | 3 | 108 | 8 | 0 | 100 | 100 | 87 | 91
CN(Cc1ccccc1)C(=O)c1ccc(NC(=O)Cc2cccc(NC(=O)C3CCN(C(=O)C4CCCC4)CC3)c2)cc1 | 4 | 87 | 4 | 0 | 96 | 94 | 102 | 101
CCC(C)C(NC(=O)C(C)NC(=O)CNC(=O)OC(C)(C)C)C(N)=O (configuration not stated) | -3 | 136[may fluoresce violet] | 9 | 1 | 75[may fluoresce violet] | 103[may fluoresce violet] | ? | 23[may fluoresce violet]
O=C1c2cccnc2C(=O)N1Cc1ccc(Cl)cc1 | 5 | 91 | 11 | 0 | 99 | 96 | 98 | 94
CCc1ccc(-c2cc(C(F)(F)F)n3nc(C(=O)Nc4c(C)nn(Cc5ccc(F)cc5)c4C)cc3n2)s1 | -17 | 108 | -10 | 5 | 99 | 104 | 99 | 101
CCCCNCCOCCOc1ccc(Cl)cc1Br | 5 | 84 | -6 | 2 | 105 | 89 | 114 | 99
CCOC(=O)C[n+]1ccc2c([nH]c3ccccc32)c1C | 0 | 102 | -3 | 11 | 102 | 88 | 105 | 93
CC(=O)c1ccc(Oc2cc(C(F)(F)F)cnc2C(N)=O)cc1 | 4 | 102 | 8 | -2 | 99 | 97 | 105 | 102
Cc1ccc(-c2nnc(SC(C)C(=O)NCC3CCCO3)nc2-c2ccc(C)cc2)cc1 (configuration not stated) | 2 | 96 | 2 | -2 | 95 | 105 | 92 | 98
COCCCNC(=S)NCCCNc1nc2cc3c(cc2cc1C#N)OCO3 | -5 | 101 | -2 | 12 | 93 | 102 | 96 | 87
CC(C)[C@H](NC(=O)c1ccccc1F)C(=O)Nc1ccc(F)c(F)c1 | 2 | 95 | -5 | 2 | 101 | 89 | 96 | 96
O=C(CN1C(=O)NC(Cc2c[nH]c3ccccc23)C1=O)NC1CC1 (configuration not stated) | -4 | 101 | 7 | 1 | 99 | 98 | 93 | 99
NS(=O)(=O)c1ccc(CNC(=S)NC2CCCC2)cc1 | -10 | 95 | 10 | 5 | 98 | 93 | 96 | 104
Cc1cc(C)cc(C(=O)N2CC(=O)Nc3ccccc32)c1 | 7 | 90 | 15 | -1 | 96 | 100 | 90 | .
Fc1cccc2sc(N3CCOCC3)nc12 | 7 | 99 | 4 | 5 | 102 | 104 | 102 | 91
CCN1CCN(C(=S)NC(=O)c2cccc(Br)c2)CC1 | -5 | 97 | -7 | 1 | 95 | 99 | 86 | 93
COc1ccc2cc(C(=O)C3CCCN(Cc4cnc(N5CCOCC5)s4)C3)ccc2c1 (configuration not stated) | -3 | 94 | -3 | 0 | 97 | 108 | 97 | 102
COC(=O)c1cc2c(cc1Cl)N1CCCCCC1=NS2(=O)=O | -1 | 111 | 1 | 0 | 103 | 108 | 107 | 103
CN(Cc1ccccc1)C(=O)c1nc[nH]c1C(=O)N1CCc2ccccc2C1 | -3 | 86 | -1 | 0 | 93 | 98 | 91 | 96
O=C(NCC1CCCO1)c1ccc(F)c2ccccc12 (configuration not stated) | 10 | 95 | 8 | 1 | 92 | 97 | 92 | 91
Cc1c(-c2ccc(OCc3ccccc3)cc2)nc2ccccc2c1C(=O)O | 1 | 118 | 11 | 3 | 103 | 106 | 101 | 95
O=[N+]([O-])c1ccc(CSc2nc3ccccc3[nH]2)cc1 | 1 | 98 | 3 | -2 | 99 | 97 | 88 | 93
O=C(O)c1ccc(S(=O)(=O)Nc2cccc(CP(=O)(c3ccccc3)c3ccccc3)c2)cc1 | 5 | 95 | 10 | -1 | 94 | 102 | 90 | 100
CCC(C(=O)Nc1ccccc1-c1ccccc1)c1ccccc1 (configuration not stated) | -5 | 103 | 1 | 4 | 102 | 104 | 88 | 97
COC(=O)c1sccc1NC(=O)CC1NCCNC1=O (configuration not stated) | -3 | 103 | 7 | 4 | 104 | . | . | .
O=C1CCC(C(=O)NCCCn2ccnc2)N1 (configuration not stated) | -2 | 105 | 3 | 0 | 98 | 92 | 97 | 105
CCOc1ccc(NC(=O)CSc2nc(-c3cccs3)cc(C(F)(F)F)n2)c([N+](=O)[O-])c1 | 4 | ? | 6 | 0 | ? | ? | ? | ?
Cc1sc2nc(C3CC3)nc(N3CCN(S(=O)(=O)c4ccc(F)cc4)CC3)c2c1C | 5 | 99 | 0 | 4 | 97 | 98 | 102 | 104
CCN(Cc1ccccc1)C(=O)CN1C(=S)NC(C)(C)CC1C (configuration not stated) | -4 | 105 | 6 | -1 | 103 | 98 | 108 | 107
Cc1cc(Br)c(NC(=O)COC(=O)CSc2nnc(-c3ccc(Cl)cc3)o2)c(Br)c1 | 12 | 99 | -6 | 4 | 105 | 100 | 100 | 100
COc1ccc(Cl)cc1NS(=O)(=O)c1ccc2c(c1)NC(=O)CCS2 | 10 | 94 | -1 | 3 | 99 | 93 | 96 | 98
O=C(NC1CCCCCC1)c1ccc(S(=O)(=O)NCc2ccco2)cc1 | -3 | 108 | -8 | 4 | 102 | 106 | 109 | 106
Cc1ccccc1OCc1nc2ccccc2c(=O)n1/N=C/c1ccco1 | -5 | 102 | -7 | 13 | 95 | 105 | 87 | 99
Cc1ccc(C2NC(=O)NC(O)(C(F)(F)F)C2C(=O)c2ccccc2)o1 (configuration not stated) | -4 | 104 | 7 | 0 | 98 | 103 | 105 | 98
Cc1ccccc1NC(=O)c1ccc(C)c(S(=O)(=O)N2CCN(C)CC2)c1 | . | 109 | . | . | 107 | 100 | 106 | 105
CCC(=NCCc1c(C)[nH]c2ccc(C)cc12)C1=C(O)CC(c2ccccc2)CC1=O (configuration not stated) | 10 | 91 | 7 | 2 | 102 | 87 | 89 | 98
O=C(Nc1ccc(F)c(F)c1)c1cnc(-c2ccccc2)nc1-c1ccccc1 | 4 | 103 | 3 | 65* | 102 | 103 | 106 | 107
CC(=O)Nc1ccc(OCC(=O)c2cc(C)ccc2C)cc1 | 7 | 100 | -6 | 3 | 94 | 103 | 96 | 97
CC(=O)Nc1cccc(Oc2ccc3c(c2)C(=O)N(CCC(=O)O)C3=O)c1 | -2 | 93 | -3 | 1 | 93 | 92 | 102 | 93
Cc1ccc(C(=O)NCCc2csc(C)n2)cc1 | -9 | 111 | -9 | 9 | 104 | 130 | 97 | 99
CCN1CCN(CCCNC(=O)CCc2nc(-c3ccc(OC)cc3)no2)CC1 | 3 | 104 | 1 | 2 | 100 | 102 | 97 | 102
O=C(CNC(=O)c1ccc(Br)o1)Nc1ncccc1O | 1 | 100 | 3 | 2 | 94 | 103 | 94 | 99
CCN(CC)S(=O)(=O)c1cccc(C(=O)NN2Cc3ccccc3C2=N)c1 | 2 | 100 | 2 | 2 | 101 | 91 | 98 | 93
Cc1ccc(/C=c2/sc3nnc(-c4ccccc4Cl)n3c2=O)o1 | -5 | 95 | -18 | -2 | 98 | 86 | 84 | 103

The listing continues.
SMILES | proCasp3 act | MEP2-GFP yeast | proCasp7 act | AHR act | RPL19A TOR yeast | LAP4-GFP MLPCN | CIT2 TOR yeast | AGP1-GFP MLPCN
CC(C)(C)C(=O)Nc1ccc(F)cc1[N+](=O)[O-] | 9 | 93 | 1 | -1 | 94 | 100 | 91 | 94
CCOC(=O)C1(C)NC(c2ccco2)C2C(=O)N(C)C(=O)C21 (configuration not stated) | 3 | 96 | -1 | -3 | 101 | 99 | 104 | 99
CC1=C(C(=O)OCc2ccccc2)C(c2cccnc2)n2nnnc2N1 (configuration not stated) | 2 | 96 | -4 | 0 | 80 | 90 | 90 | 71
CN(CC(=O)Nc1ccc(Cl)cc1)C(=O)c1cc(-c2cccs2)nn1-c1ccccc1 | 1 | 97 | 4 | 5 | 96 | 111 | 91 | 105
COc1cccc(CN(C)C(=S)Nc2cccc(C)c2)c1 | 6 | 90 | -2 | 5 | 94 | 99 | 82 | 91
O=S(=O)(NCCOc1cccc2cccnc12)c1ccc(F)cc1 | 14 | 103 | -2 | 0 | 105 | 100 | 109 | 107
O=C(NCCC1=CCCCC1)c1ccc(CN2CCOCC2)cc1 | 4 | 108 | 6 | 7 | 104 | 102 | 89 | 106
CCc1ccc(N2C(=O)c3sc4nnc(-c5ccccc5)c(=O)n4c3C2=O)cc1 | 4 | 100 | 13 | 1 | 101 | 113 | 95 | 104
C=CCOc1cccc(/C=C2\C(=O)N(Cc3ccc(C)cc3)C(C)=C2C(=O)OC)c1 | 4 | 95 | 9 | 8 | 97 | 101 | 93 | 91
Cn1cc(S(=O)(=O)Nc2ccc(F)c(Cl)c2)c(=O)n(C)c1=O | -1 | 102 | 6 | 1 | 102 | 109 | 95 | 99
CC1=C(C(=O)Nc2cccc(C)c2C)C(c2cccs2)NC(=S)N1 (configuration not stated) | -3 | 114 | 5 | 0 | 103 | 103 | 107 | 107

High-throughput results from PubChem BioAssay.
